Compound activity as filed in PubChem.
M1 PAM parental – nonselective calcium activators in parental CHO-K1 cells, primary screen, counter-screen for M1 PAM project, cell-based, Fluo-8 calcium fluorescence, full deck, 1536-well | activation, % at 3 µM | AID 602247, 2012 | hit rate 0.02% among 360,000 | ATP EC20; 0% at ATP EC20, 100% at ATP max;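 active means activation above the run cutoff, the mean activation of all test compounds plus 3 SD, cut at about 40% in these data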;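 further: peak over basal fluorescence ratio in a 140 s read after ATP addition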
OXTR agonist – human OXTR agonists, primary screen, fluorescence, CHO-OTR cells, Fluo-8 calcium. Fluo-8 calcium fluorescence; normalized: DMSO 0%, oxytocin 100%. AID 2435, 2010. hit rate 0.32% among 320,000. activation, % at 3 µM;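 active means activation above the mean of all tested compounds plus 3 SD, cutoff set per screening run, cut at about 20% in these data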;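 further: peak over basal fluorescence ratio from a 100 s FLIPR kinetic read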
M1 ag parental – counter-screen for M1 agonists: effect in parental CHO-K1 cells. Fluo-8 calcium fluorescence; scaled to maximal ATP response, vehicle zero. activation, % at 3 µM. hit rate 0.48% among 360,000. AID 602248, 2012; in the data active means activation above about 15%;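 further: untransfected CHO-K1 host cells lacking M1 receptor as counterscreen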
GPR7 antag – GPR7 receptor antagonists, primary screen, cell-based, fluorescence, single concentration; Neuropeptides B/W receptor type 1 (Homo sapiens), P48145; GPR7-expressing cells, fluorescence antagonist assay; inhibition, % at 4.4 µM; hit rate 1.1% among 290,000; AID 1861, 2009; in the data active means inhibition above about 16%, passing the limit was not always enough;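 further: cells stimulated with the agonist NPW; 0% = agonist with vehicle and 100% = vehicle without agonist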
Target sequence (P48145 whole entry, looked up): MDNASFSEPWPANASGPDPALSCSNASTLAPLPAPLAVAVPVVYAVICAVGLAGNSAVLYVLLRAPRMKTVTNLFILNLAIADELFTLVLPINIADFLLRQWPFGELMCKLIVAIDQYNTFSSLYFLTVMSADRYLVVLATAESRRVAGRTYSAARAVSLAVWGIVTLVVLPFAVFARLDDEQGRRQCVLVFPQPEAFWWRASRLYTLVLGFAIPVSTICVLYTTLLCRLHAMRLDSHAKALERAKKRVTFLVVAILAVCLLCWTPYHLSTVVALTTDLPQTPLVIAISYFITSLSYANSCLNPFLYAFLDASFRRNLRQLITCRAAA
OXTR potentiate – human OXTR potentiators, primary screen, fluorescence, CHO-OTR cells, Fluo-8 calcium. Oxytocin receptor (Homo sapiens), P30559. Fluo-8 calcium fluorescence, potentiator mode; 0% = oxytocin EC15, 100% = EC100. activation, % at 3 µM. hit rate 0.061% among 320,000;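 active means activation above that plate's cutoff, the mean activation of tested compounds plus 3 SD, cut at about 6.6% in these data, passing the limit was not always enough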;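 further: 100% uses oxytocin at 75 nM as the full agonist control; some results filed as inactive read as strong as hits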
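test system = CHO-OTR cells, human receptor | compound = single-point 3.0 µM | schedule = 6 min compound pre-incubation at room temperature, 100 s kinetic read | signal = Fluo-8 no-wash calcium dye fluorescence, excitation 470-495 nm, emission 515-575 nm | repeats = single well per compound, singlicate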
CHO-K1 Ca antag – nonselective inhibitor or artifact in parental CHO-K1 cells; ATP-induced calcium, Fluo-8 fluorescence; inhibition, % at 3 µM; hit rate 0.6% among 360,000; AID 602250;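 active means inhibition above a per-plate cutoff, the plate's mean sample inhibition plus 3 SD, cut at about 24% in these data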;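 further: 0% = DMSO plus EC80 ATP and 100% = DMSO alone without ATP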
TAAR1 antag – human TAAR1 antagonists, primary screen, Fluo-8 calcium fluorescence, CHO RD-HGA16 cells; antagonist; inhibition, % at 3 µM; hit rate 1.5% among 360,000;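 active means inhibition above a per-plate cutoff, the mean inhibition of test compounds on that plate plus 3 SD, cut at about 49% in these data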;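 further: 0% = DMSO plus EC80 beta-PEA response and 100% = DMSO alone without agonist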
Target sequence (Q96RJ0 whole entry, looked up): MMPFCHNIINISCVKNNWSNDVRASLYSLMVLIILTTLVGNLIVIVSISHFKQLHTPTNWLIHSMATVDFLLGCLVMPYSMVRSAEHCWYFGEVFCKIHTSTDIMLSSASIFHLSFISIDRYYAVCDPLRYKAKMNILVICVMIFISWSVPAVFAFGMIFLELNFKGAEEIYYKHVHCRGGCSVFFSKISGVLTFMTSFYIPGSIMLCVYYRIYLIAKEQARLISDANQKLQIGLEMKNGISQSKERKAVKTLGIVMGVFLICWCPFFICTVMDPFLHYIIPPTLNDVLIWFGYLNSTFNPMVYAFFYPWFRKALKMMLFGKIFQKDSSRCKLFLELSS
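System: CHO RD-HGA16 cells bearing hTAAR1. Reagent: EC80 β-phenethylamine stimulus. Schedule: seeding 17-24 h prior, 75-min 37 °C, 30-min RT dye loading. Signal: Fluo-8 intracellular calcium dye fluorescence, real-time kinetic reads. Read-out: % inhibition from peak post-agonist over basal fluorescence ratio. Benchmarks: vehicle wells and EC80 agonist wells. Replicates: n of 1.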
V1R ag counter – agonists of human V1a receptor, primary screen, counter-screen for OXTR agonist project, fluorescence, CHO-V1R cells; Vasopressin V1a receptor (Homo sapiens), P37288; Fluo-8 calcium fluorescence, agonist mode; 0% DMSO, 100% 3 nM vasopressin; activation, % at 3 µM; hit rate 0.25% among 320,000;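 active means activation above the mean activation of all tested compounds plus 3 SD, per screening run, cut at about 20% in these data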;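 further: signal is peak over basal fluorescence ratio across a 100 second FLIPR read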
Target sequence (P37288 whole entry, looked up): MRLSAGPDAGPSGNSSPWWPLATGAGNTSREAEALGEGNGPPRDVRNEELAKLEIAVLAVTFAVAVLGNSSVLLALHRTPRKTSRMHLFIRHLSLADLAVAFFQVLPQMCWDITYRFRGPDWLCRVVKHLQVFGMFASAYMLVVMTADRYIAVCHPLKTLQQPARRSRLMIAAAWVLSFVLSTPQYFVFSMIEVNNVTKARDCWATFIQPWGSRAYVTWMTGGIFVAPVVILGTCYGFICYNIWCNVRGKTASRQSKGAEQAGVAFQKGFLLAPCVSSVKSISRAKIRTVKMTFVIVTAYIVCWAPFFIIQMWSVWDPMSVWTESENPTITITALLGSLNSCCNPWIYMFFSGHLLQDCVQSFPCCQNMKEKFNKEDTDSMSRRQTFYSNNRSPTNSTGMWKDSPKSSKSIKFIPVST
CHO parental Ca – ATP-evoked calcium signal inhibitors, parental CHO, primary screen, counter-screen for OX1R antagonist project, cell-based, fluorescence, Fluo-8 calcium dye | inhibition, % at 5.6 µM | hit rate 0.63% among 330,000 | parental CHO-K1, ATP-induced calcium, Fluo-8 fluorescence;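 active means inhibition above that plate's mean sample inhibition plus 3 SD, cut at about 26% in these data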;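 further: 0% = ATP-challenged DMSO wells and 100% = DMSO wells without ATP; some compounds past the cut are filed as inactive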
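Assay system: untransfected parental CHO cell line. Also added: ATP agonist challenge. Dosing: one dose, 5.6 µM nominal. Measured by: Fluo-8 fluorescence. Read-out: % inhibition. Benchmarks: ATP wells versus no-ATP DMSO wells. Repeats: no replicates.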
* hit, by the source's call; · = not tested or not shown.

SMILES | M1 PAM parental | OXTR agonist | M1 ag parental | GPR7 antag | OXTR potentiate | CHO-K1 Ca antag | TAAR1 antag | V1R ag counter | CHO parental Ca
CCOC(=O)CNC(=O)COc1coc(CN2CCN(c3ccccc3F)CC2)cc1=O | 14 | 0.2 | 1.1 | -7 | -5 | -12 | -24 | -1.4 | -5
C#CCOCCOCCOCCNc1nc(N2CCN(C(=O)[C@H](CCCCN)n3cc(CN)nn3)CC2)nc(N2CCN(C(=O)[C@H](CCCCN)n3cc([C@@H](N)[C@H](C)CC)nn3)CC2)n1 | 8 | 0.4 | 0.4 | · | 8 | -13 | 5 | 3.0 | 1
C[C@H]1C=C(C(=O)NCc2nc3ccccc3[nH]2)O[C@@H](OCCCCO)C1 | 11 | -1.4 | 0.5 | · | -19 | -3 | 4 | 0.5 | -11
C=CCNS(=O)(=O)c1sccc1/C=N/O | 17 | 0.9 | 0.2 | 2 | -13 | -4 | 4 | 0.0 | 6
CCn1c(CNC(=O)c2cccc(C)c2)nnc1SCC(=O)NC1CCCCC1C (stereo unspecified) | 21 | -0.5 | 0.0 | -1 | 1 | -15 | -3 | -0.1 | -19
CCOc1ccccc1N(CC(=O)O)S(=O)(=O)c1ccc(C)cc1 | 10 | 1.2 | 1.7 | 1 | -6 | 6 | 3 | 0.1 | 7
CCC(C)(C)NC(=O)C(c1cccn1C)N(C(=O)Cn1nnc2ccccc21)c1ccc(F)cc1 (stereo unspecified) | 8 | 0.0 | 0.9 | -20 | -5 | 3 | 28 | 0.8 | -1
C[C@]12C(=O)N(c3ccc(Br)cc3)C(=O)N1[C@@H]1c3ccccc3OC[C@@H]1[C@H]2c1ccccc1 | 10 | -1.0 | -0.2 | -3 | -11 | -14 | -13 | 4.3 | -25
C[C@@H]1CN([C@H](C)CO)C(=O)c2cc(NC(=O)Nc3ccc(C(F)(F)F)cc3)ccc2O[C@H]1CN(C)S(=O)(=O)c1ccc(Cl)cc1 | 14 | 2.9 | 0.6 | · | -3 | -20 | 12 | 1.6 | -10
Cc1ccc(Nc2nc(NCCCN3CCOCC3)nc(N)c2[N+](=O)[O-])cc1 | 23 | 0.1 | 0.7 | -4 | -12 | -11 | -16 | 0.3 | -4
Cc1ccc(OCCN2CCN(C)CC2)c([N+](=O)[O-])c1 | 23 | 1.1 | 1.3 | -12 | -5 | -6 | -5 | 0.4 | -13
Cc1c(NC(=O)c2ccc3c4c(cccc24)CC3)c(=O)n(-c2ccccc2)n1C | 9 | -0.3 | 0.9 | 13 | -9 | -2 | 5 | 0.9 | -3
Cc1ccc(C(=O)Nc2nnc(-c3ccncc3)s2)o1 | 12 | 0.0 | 0.0 | -2 | -8 | -1 | -24 | -0.4 | 1
Cn1c(=O)[nH]c(=O)c2c1nc(N1CCOCC1)n2CCc1ccccc1 | 9 | 1.5 | 0.1 | 10 | -1 | -4 | 14 | 0.3 | -8
COC(=O)c1ccc(N2CCN(C)CC2)c(NC(=O)COc2ccc(C)cc2)c1 | -29 | 0.6 | 2.5 | 7 | -6 | 3 | -5 | 1.3 | -5
CCOC(=O)c1cnn(-c2c(Cc3ccccc3)c(C)nc3c(-c4ccccc4)c(C)nn23)c1N | 7 | -0.1 | -0.4 | -5 | -7 | -7 | -13 | -0.4 | -15
CCOc1cccc(/C=C/C(=O)O)c1 | -9 | 0.7 | -0.1 | -9 | -3 | -1 | -22 | 0.3 | -11
O=C(COc1ccc([N+](=O)[O-])cc1)Nc1ccc2[nH]c(=O)[nH]c2c1 | -5 | 0.4 | 0.8 | · | -1 | 3 | -19 | 0.1 | -1
CCC(C)[C@H](NC(=O)[C@@H]1Cc2ccccc2CN1)C(=O)Nc1ccc2c(c1)OCO2 (stereo partly specified) | -10 | 2.4 | -1.0 | 10 | -8 | 6 | 4 | 3.5 | -23
CS(=O)(=O)c1ccc(NC(=O)c2cccc(S(=O)(=O)N3CCN(Cc4ccccc4)CC3)c2)cc1 | -9 | 4.6 | 13 | 0 | -14 | -6 | 14 | 11 | -15
COc1cccc(C(=O)NC2CCSC2=O)c1 (stereo unspecified) | 16 | -0.5 | 0.2 | -5 | -6 | -10 | 6 | 0.0 | 0
O=C(CCC(F)(F)F)N1CCCC(N2CCN(c3cccc(Cl)c3)CC2)C1 (stereo unspecified) | 3 | -1.8 | 0.6 | 5 | -6 | 9 | -17 | 0.2 | -20
CC1=CC(C)(C)Nc2ccc(OC(=O)CN3C(=O)c4ccccc4C3=O)cc21 | 27 | 0.0 | 1.0 | -4 | -7 | -11 | -17 | 2.2 | 2
Cc1ccc(C)c(Nc2ncccc2C(=O)NCc2cccs2)c1 | 17 | -0.4 | 1.4 | 5 | -2 | 4 | 12 | -1.4 | 1

Profiles, quoted from the list. Order of values: M1 PAM parental, OXTR agonist, M1 ag parental, GPR7 antag, OXTR potentiate, CHO-K1 Ca antag, TAAR1 antag, V1R ag counter, CHO parental Ca
CCOc1cccc(/C=C/C(=O)O)c1 as listed: -9, 0.7, -0.1, -9, -3, -1, -22, 0.3, -11
CC1=CC(C)(C)Nc2ccc(OC(=O)CN3C(=O)c4ccccc4C3=O)cc21 as listed: 27, 0.0, 1.0, -4, -7, -11, -17, 2.2, 2
CCC(C)[C@H](NC(=O)[C@@H]1Cc2ccccc2CN1)C(=O)Nc1ccc2c(c1)OCO2 (stereo partly specified) as listed: -10, 2.4, -1.0, 10, -8, 6, 4, 3.5, -23

(continued)
SMILES | M1 PAM parental | OXTR agonist | M1 ag parental | GPR7 antag | OXTR potentiate | CHO-K1 Ca antag | TAAR1 antag | V1R ag counter | CHO parental Ca
N/C(=N\OC(=O)c1cccs1)c1cccc(Br)c1 | 22 | -2.9 | 0.5 | -4 | -19 | -12 | 3 | -0.5 | 4
Cc1ccc2nc3c(cc2c1)c(NC(=O)C(C)(C)C)nn3CC(C)C | -26 | -2.1 | 0.0 | -12 | -12 | 11 | 16 | -1.3 | -28
O=C1C=C(c2ccccc2C(F)(F)F)C[C@@H](c2ccc3c(c2)OCO3)C1 | 17 | -0.6 | -0.8 | · | -6 | -11 | 36 | 0.6 | -21
Cc1cc(=O)n2nc(N3CCC(C(=O)NCC(C)c4ccccc4)CC3)sc2n1 (stereo unspecified) | -17 | -0.6 | -0.2 | -16 | 5 | -1 | -19 | 0.2 | -12
O=C(O)c1ccccc1P(=O)(c1ccccc1)c1ccccc1 | 4 | -0.4 | 0.8 | -9 | -19 | -13 | -8 | -1.1 | 5
COc1ccc(OCC(O)Cn2c(Br)nc3c2c(=O)[nH]c(=O)n3C)cc1 (stereo unspecified) | 19 | 0.0 | 2.0 | 11 | -12 | -10 | 6 | 2.0 | -12
Cc1nnc(SCC(=O)OC2CC(C)CCC2C(C)C)[nH]c1=O (stereo unspecified) | 22 | -0.8 | 1.2 | -4 | 0 | -17 | 3 | 1.2 | 1
Cc1ccccc1Cn1cc(NC(=O)CCCn2nc([N+](=O)[O-])cc2C)cn1 | -4 | 1.4 | 0.0 | 8 | -11 | -8 | -45 | -0.1 | -9
CC(C)N(C(=O)CN1C(=O)C(=O)c2ccccc21)c1ccccc1 | 9 | 1.6 | 1.7 | 5 | -6 | -17 | 10 | 1.5 | -8
CSc1nc2nc(-c3ccccc3)cc(=O)n2[nH]1 | 13 | 1.9 | 0.6 | -6 | -4 | -6 | 5 | 0.3 | -14
O=C(Nc1cccc(Cn2cccn2)c1)c1cc2c(s1)CCCC2 | 16 | -1.5 | 0.9 | 1 | -5 | -14 | -2 | 0.0 | -2
Cc1nnc(NC(=O)C(C)Oc2ccc3c(C)cc(=O)oc3c2)s1 (stereo unspecified) | 9 | 0.6 | -0.2 | -9 | -1 | -7 | -24 | 1.1 | -8
CC(=O)Nc1c(Cl)cc2c(c1Cl)Cc1cc(N)ccc1-2 | -2 | · | 1.6 | · | · | -11 | -19 | · | ·
O=S1(=O)CC(N2CCCC2)CN1Cc1cn(Cc2ccc(F)cc2)nn1 (stereo unspecified) | 16 | · | 0.6 | · | · | -12 | -4 | · | ·
O=C(Cc1ccccc1)NCCCNC(=O)Cc1ccccc1 | -15 | · | 0.2 | · | · | 17 | -4 | · | ·
COc1ccc(CCN2C(=O)CC(Cc3cccc(C)c3)C2=O)cc1OC (stereo unspecified) | -5 | -0.9 | 0.6 | 21 | -21 | 8 | 0 | 0.6 | -13
CCc1noc(C)c1C(=O)N(CCCOC)c1c(N)n(Cc2ccccc2)c(=O)[nH]c1=O | 7 | -0.7 | 0.6 | · | -6 | -4 | 1 | -0.9 | -4
CC(C)n1cc(CN2CCC(C(=O)Nc3ccc(Oc4ccccc4F)cc3)CC2)cn1 | -1 | 8.8 | 9.0 | -1 | -11 | -7 | -16 | 11 | -12
CCOC(=O)c1nnn2c1nc(Nc1cccc(C(F)(F)F)c1)c1ccccc12 | -12 | 0.8 | -0.1 | -14 | 1 | 0 | -32 | 0.6 | -7
CCN(CC)C(=O)Cn1c(=O)n(Cc2ccccc2Cl)c2c1c(=O)n(C)c(=O)n2C | 19 | 0.1 | 0.8 | -15 | -2 | -43 | 2 | 0.7 | -5
O=C(CC1OC(=O)c2ccccc21)Nc1cc(Cl)ccc1N1CCCC1 (stereo unspecified) | -7 | -0.8 | -0.2 | · | -8 | -5 | -11 | -1.2 | -27
COc1ccccc1NC(=O)c1cccc(NC(=O)c2ccco2)c1 | 8 | -1.8 | 1.5 | -7 | -9 | -8 | 10 | 0.5 | -10
COc1ccc(C(c2c(C)[nH][nH]c2=O)c2c(C)[nH][nH]c2=O)cc1Br | 14 | 0.1 | 0.0 | -9 | 2 | -12 | -4 | 1.3 | -6
Cc1ccc(S(=O)(=O)N(C)C)cc1NC(=O)COC(=O)C1=COCCO1 | -6 | 1.0 | 0.3 | · | 4 | -2 | -21 | 0.2 | -5
CCCN(C(=O)c1cccc(S(=O)(=O)N2CCN(Cc3ccccc3)CC2)c1)C1CCS(=O)(=O)C1 (stereo unspecified) | -14 | -1.1 | -0.1 | · | 2 | -5 | -7 | -0.5 | -13
O=C(NCCC1=CCCCC1)c1ccc(CN2CCOCC2)cc1 | 5 | -0.1 | -0.1 | -11 | -17 | 1 | 14 | 0.2 | -9
COc1ccc(-c2[nH]ncc2CNC(C)CCn2cccn2)cc1F (stereo unspecified) | 18 | 1.0 | 1.6 | -5 | -9 | -12 | -7 | 0.9 | 3
